HTT ATP protect: qHTS Multiplex Assay to Identify Dual Action Probes in a Cell Model of Huntington: Cytoprotection (ATP). hit rate 0.14% among 230,000. Potency, µM (series often up to 56.4 µM), inactives show cytoprotection (ATP increase), hits mostly activators. PC12 HTT-Q103 induced, cytoprotection, ATP luminescence, 40 h;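 note: potency is the fitted concentration of half-maximal effect; % of control where 0% means no effect; nearly all actives have a fitted effect of over 45% in size; toxic huntingtin expression switched on by the ecdysone agonist tebufenozide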
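Cells were plated at 1500 per well in phenol red-free DMEM with 5% equine and 5% calf serum. Tebufenozide (100 nM final) and compounds were added, then ATPlite reagent, and luminescence was read.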
HttQ103 aggreg: qHTS Multiplex Assay to Identify Dual Action Probes in a Cell Model of Huntington: Aggregate Formation (GFP). PC12 HttQ103-GFP aggregates, Acumen cytometry, 40 h. Potency, µM (highest dose often 46.1 µM), without a hit: at the top dose activity change, negative = inhibition, hits mostly inhibitors. hit rate 1.1% among 220,000; note: potency is the fitted concentration of half-maximal effect; % is set by controls: 0 for no effect and ±100 for the full control effect; nearly all actives have a fitted effect of over 60% in size
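PC12/HTTQ103-GFP, ecdysone-inducible; teb 100 nM; cpd qHTS titration; GFP aggregates read on laser cytometer, Ex 488/Em 500-530 nm.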
LMNA splice mod: qHTS Assay for Modulators of Lamin A Splicing; hit rate 0.01% among 200,000; Potency, µM (titrated, usually from 46.1 µM), for inactives: at the top dose ratio change, negative = inhibition, hits mostly inhibitors; HeLa LMNA splicing GFP/RFP minigene ratio, 48 h; AID 1487, 2009; active = well fitted inhibition curve with a large enough effect in the signal ratio, with a control signal flat, not every such curve was filed as active; inconclusive = small, poorly fitted or top-dose-only effect, or effect the other way, or a change in a side signal; the % refers to the signal ratio; note: potency is the fitted concentration of half-maximal effect; % is set by controls: 0 for no effect and ±100 for the full control effect
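Read-out is the ratio of GFP to DsRed2 object intensity, acquired by 488 nm laser-scanning cytometry on HeLa lamin A-EGFP minigene reporter cells. Compound incubation 48 hrs at 37 °C in Opti-MEM with 2% FBS; DMSO 0.5% final.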
SMN2 splice enh: qHTS Assay for Enhancers of SMN2 Splice Variant Expression | HEK293 SMN2-luciferase splicing reporter, luminescence, 30-36 h | Potency, µM (doses to about 46.1 µM), inactives show top-dose activity change, positive = activation, actives largely listed as activators | hit rate 2.8% among 210,000 | AID 1458, 2008; note: potency is the fitted concentration of half-maximal effect; % of control where 0% means no effect; nearly all actives have a fitted effect of over 55% in size
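qHTS luciferase splicing reporter: luminescence rises when SMN2 exon 7 is included in transfected HEK293 cells. Compound exposure lasted 30-36 h at 37C, with 4.5 mM final sodium butyrate as control, followed by a ONE-Glo read.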
IMPase Li inh: qHTS Assay for Identifying the Cell-Membrane Permeable IMPase Inhibitors: Potentiation with Lithium. CHO-M1 cells, IP1 TR-FRET (IP-One), carbachol + lithium. Potency, µM (top dose mostly 59.4 µM), for inactives: at the top dose activity, negative = IMPase inhibition, actives largely listed as inhibitors. hit rate 0.35% among 210,000;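 note: IP1 builds up when IMPase is blocked and the TR-FRET signal falls; potency is the fitted concentration of half-maximal effect; plate controls were basal vehicle for no effect and high inhibitor control for full effect; nearly all actives have a fitted effect of over 50% in size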
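Concentration–response in CHO-M1 cells, lithium-potentiated; 30 min at 37C. IP1 detected by competitive TR-FRET after 10 min lysis at RT. Hill-fitted AC50.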
Luc counter: Counterscreen for Luciferase (Kinase-Glo TM) Inhibition | Kinase-Glo luciferase, ATP luminescence, 8 min | hit rate 0.28% among 200,000 | Luciferin 4-monooxygenase (Photuris pensylvanica), Q27757 | AID 1379, 2008 | Potency, µM (highest dose often 38.3 µM), for inactives: at the highest dose activity change, negative = inhibition, most hits filed as inhibitors; note: potency is the fitted concentration of half-maximal effect; % is set by controls: 0 for no effect and ±100 for the full control effect; nearly all actives have a fitted effect of over 60% in size
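Substrate mix (final 50 mM imidazole pH 7.2, 50 mM KCl, 7 mM MgCl2, 10 uM ATP, 0.01% Tween 20, 0.05% BSA) plus pin-tool compound, then Kinase-Glo detection mix; 8 min ambient, luminescence read.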
CBFb-RUNX1 inh: qHTS Assay for Compounds Blocking the Interaction Between CBF-beta and RUNX1 for the Treatment of Acute Myeloid Leukemia. Runt-related transcription factor 1 (Homo sapiens) + Core-binding factor subunit beta …. AlphaScreen CBFb-His/RUNX1-biotin binding, biochemical. Potency, µM (series often up to 59.8 µM), inactives show at the highest dose activity, negative = inhibition, usual class: inhibitors. 230,000 tested, under 10 active. AID 1477, 2009; note: % of control where 0% means no effect
Target sequence (Q01196 whole entry, looked up): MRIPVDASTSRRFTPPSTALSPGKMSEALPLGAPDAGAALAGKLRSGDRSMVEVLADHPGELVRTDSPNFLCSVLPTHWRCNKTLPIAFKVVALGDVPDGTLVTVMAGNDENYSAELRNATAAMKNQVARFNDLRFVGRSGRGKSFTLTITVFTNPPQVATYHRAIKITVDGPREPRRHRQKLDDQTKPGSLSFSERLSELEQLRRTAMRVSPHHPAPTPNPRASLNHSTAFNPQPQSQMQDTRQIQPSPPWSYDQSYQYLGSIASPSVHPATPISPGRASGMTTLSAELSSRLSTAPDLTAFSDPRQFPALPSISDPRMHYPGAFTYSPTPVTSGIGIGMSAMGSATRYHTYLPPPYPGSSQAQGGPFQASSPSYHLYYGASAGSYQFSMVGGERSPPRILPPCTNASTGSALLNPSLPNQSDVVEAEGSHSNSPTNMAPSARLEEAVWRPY
Target sequence (Q13951 whole entry, looked up): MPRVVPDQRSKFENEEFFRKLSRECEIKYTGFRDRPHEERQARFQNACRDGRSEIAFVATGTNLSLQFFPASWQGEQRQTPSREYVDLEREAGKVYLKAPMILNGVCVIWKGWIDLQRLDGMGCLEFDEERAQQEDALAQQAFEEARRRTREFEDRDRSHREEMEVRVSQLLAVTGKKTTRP
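Inhibition was taken as any reduction in AlphaScreen signal from the CBF-beta–RUNX1 pair (His and biotin tags, 30 nM each), measured after compound (15 min) and bead (90 min) incubations at room temperature.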
Starred values were filed as active, the others as inactive; ? = inconclusive; / = not tested or not shown; [ ] = remark or other dose. Unless noted, calls come from the whole dose curve; as a rule, active = well fitted curve in the direction sought with a large enough effect; inconclusive = small, poorly fitted or top-dose-only effect, or another doubt; inactive = no such curve, though single readings can be large; an effect the other way counts as inactive or inconclusive.

mol,HTT ATP protect,HttQ103 aggreg,LMNA splice mod,SMN2 splice enh,IMPase Li inh,Luc counter,CBFb-RUNX1 inh
COc1cc2c(cc1O)C(Cc1ccc(O)cc1)[N+](C)(C)CC2 (configuration not stated),-27%,/,/,-1%,-1%,-1%,9%
O=C(CSc1n[nH]c(-c2cccs2)n1)N1CCCc2ccccc21,-9%,2%,-2%,-33%[inhibitor],-5%[38.3 µM],5%,-1%
CCN1/C(=C/c2ccc3ccccc3[n+]2CC)C=Cc2ccccc21,-55%[inhibitor][10 µM],3.2µM*,?,-56%[inhibitor],56%[activator][38.3 µM],-26%,?
CCN(C(=O)CN1CCN(c2cccc(C(F)(F)F)c2)CC1)c1c(N)n(Cc2ccccc2)c(=O)[nH]c1=O,-40%[inhibitor],9%,/,?,7%,4%,3%
CCn1c(CNc2ccc(Cl)cc2)nnc1SCc1ccc(Cl)cc1,3%[10 µM],?,?,-27%,12%,0%,0%
COc1cc(C)c(C(C)C)cc1S(=O)(=O)N1CCN(C)CC1,-7%[10 µM],14%,11%,-11%,1%[38.3 µM],10%,2%
O=[N+]([O-])c1cccnc1NCCc1ccccc1,10%[10 µM],6%[9.22 µM],/,/,5%,/,2%
CCCC(C)C(=O)Nc1ccccc1C(=O)OCC (configuration not stated),-9%,32%,15%,-6%,40%[activator][38.3 µM],-1%,5%

(cont.)
mol,HTT ATP protect,HttQ103 aggreg,LMNA splice mod,SMN2 splice enh,IMPase Li inh,Luc counter,CBFb-RUNX1 inh
CCOC(=O)C1CCN(C(=O)c2cn(CCOC)c(=O)c3c2c2ccccc2n3C)CC1,-13%,24%,2%,13%,-10%[38.3 µM],-1%,4%
CCn1nnnc1SCC(=O)N1c2ccccc2Sc2ccccc21,30%[10 µM],-38%,-5%,-4%,17%,-3%,26%
O=C(Nc1cccc(F)c1)N1CC2(CCN(C(=O)c3cnccn3)CC2)C1,?,/,/,-8%,0%,2%,/
COc1ccc(-c2nc(CSCC(=O)N3CCc4ccccc4C3)c(C)o2)cc1OC,-13%[10 µM],-4%,-10%,-15%,0%[38.3 µM],0%,7%
O=S(=O)(c1ccc2ccccc2c1)N1CCC(c2nc(-c3ccncc3)no2)CC1,16%[10 µM],-31%,?,-78%[inhibitor],15%,0%,-2%
Cn1ccnc1-c1nc2ccccc2[nH]c1=O,-1%[10 µM],-21%,-6%,3%,-8%,2%,6%
CCCN1C(=O)N(c2cccc(C)c2)C(C)(O)CC1(C)C (configuration not stated),1%[10 µM],-6%[9.22 µM],/,/,/,/,0%
Cc1cc(C)nc(NN2C(=O)/C(=C/c3ccc(O)cc3)SC2=S)n1,6%,2%,0%,-5%,14%[38.3 µM],1%,-18%

Going on with the list.
mol,HTT ATP protect,HttQ103 aggreg,LMNA splice mod,SMN2 splice enh,IMPase Li inh,Luc counter,CBFb-RUNX1 inh
Cc1nccn1CCCN1C(=O)CNC1=S,2%[10 µM],-9%,-11%,-3%,7%,-5%,8%
O=C1NC2(CCCCC2)C(=O)N1CCS(=O)(=O)Oc1ccccc1,12%,-19%[9.22 µM],7%,-10%,-8%[38.3 µM],7%,3%
Cc1nc(-c2ccc(S(=O)(=O)Nc3ccc(Br)cc3Cl)s2)cs1,0%[10 µM],1%[9.22 µM],/,/,/,/,5%
C=CCNC(=O)Nc1ccc(F)cc1F,/,8%,?,-11%,3%,-2%,6%
COc1ccc(OC)c(CN2C(=O)CCC2(C)C(=O)NC2CCCCCC2)c1 (configuration not stated),?,-1%,1%,-19%,-3%[38.3 µM],-1%,-2%
CCOc1ncccc1C(=O)OCC(=O)c1cc(OC)c(OC)c(OC)c1,3%[10 µM],-18%[9.22 µM],/,/,/,/,6%
O=C(O)/C=C\C(=O)NNC(=O)c1cc(-c2ccccc2)n[nH]1,7%[10 µM],33%[9.22 µM],/,/,/,/,-7%
COc1ccccc1C1CN(c2ccc(F)cc2F)N=C1c1cccs1 (configuration not stated),-6%,-1%[9.22 µM],-11%,-73%[inhibitor],14µM*,2%,?

(listing goes on)
mol,HTT ATP protect,HttQ103 aggreg,LMNA splice mod,SMN2 splice enh,IMPase Li inh,Luc counter,CBFb-RUNX1 inh
c1ccc(-c2csc(N3CCOCC3)n2)cc1,-30%,14%,-7%,11µM*,44%[activator][38.3 µM],15%,-6%
COc1ccccc1N1CCN(C(=O)CSc2nc3ccccc3[nH]2)CC1,0%,7%,-7%,-14%,25%[38.3 µM],-2%,2%
CCn1cnc2c1c(=O)n(CC(=O)N1CCc3ccccc31)c(=O)n2Cc1ccccc1,-28%,-6%,0%,9%,-10%[38.3 µM],-3%,-5%
CN(C)c1cccc(C(=O)Nc2ccc(N3CCOCC3)cc2)c1,-33%,?,-7%,?,27%[38.3 µM],-10%,0%
O=C(Cc1ccccc1)Nc1cccc(C(=O)N/N=C/c2ccco2)c1,/,-16%,0%,14%,1%,2%,0%
CCOc1ccc(NC(=O)NNC(=O)c2ccc(CC)s2)cc1,20%[10 µM],7%[9.22 µM],/,9%,-4%,4%,-16%
Oc1ccc(N=Cc2c(O)ccc3ccccc23)cc1,5%[10 µM],4%[9.22 µM],/,/,/,/,-20%
CCCCCC(=O)N1CC2(CC)CN(C(=O)CCCCC)CC(CC)(C1)C2=O,14%[10 µM],-9%[9.22 µM],/,/,/,/,11%

Additional entries follow:
mol,HTT ATP protect,HttQ103 aggreg,LMNA splice mod,SMN2 splice enh,IMPase Li inh,Luc counter,CBFb-RUNX1 inh
Cc1oc2c(c1C(=O)c1ccccc1)C(=O)C(=O)c1ccccc1-2,-123%[inhibitor],?,?,-93%[inhibitor],31%[activator][38.3 µM],-9%,?
CCn1nnnc1-c1ccc(OC)c(S(=O)(=O)Nc2ccc(C)c(C)c2)c1,-19%,-6%,-4%,0%,-12%[38.3 µM],-1%,-2%
O=C(c1ccco1)N1CCC2(CC1)CCN(c1ccc(-c3ccccc3)cc1)CC2,-1%,/,/,-24%,8%,-2%,/
O=C(NCC1CCCO1)c1c(O)c2cccc3c2n(c1=O)CC3 (configuration not stated),-15%,-20%,-12%,-25%,26%[38.3 µM],19%,-1%
CCN1CCCC1CNS(=O)(=O)c1cccc(C(F)(F)F)c1 (configuration not stated),1%,14%,/,-9%,4%,-1%,9%
Cc1ccc(S(=O)(=O)N2CCc3ccccc3C2CC(=O)O)cc1 (configuration not stated),6%[10 µM],5%[9.22 µM],/,/,/,/,6%
CC12CN3CC(C)(CN(C1)C3c1ccccc1F)C2 (configuration not stated),31%[10 µM],7%[9.22 µM],/,/,/,/,12%
CCSc1ccccc1C(=O)Nc1cccnc1,-12%[10 µM],-4%,-6%,-3%,1%,0%,7%

The results go on:
mol,HTT ATP protect,HttQ103 aggreg,LMNA splice mod,SMN2 splice enh,IMPase Li inh,Luc counter,CBFb-RUNX1 inh
Cc1nn(-c2ccccc2)c(C)c1NC(=O)COc1ccc(Cl)cc1Cl,/,15%,?,-63%[inhibitor],21%,-6%,-1%
Cc1ccc(NC(=O)Nc2ncnc3nc[nH]c23)cc1,1%[10 µM],-2%[9.22 µM],/,/,/,/,7%
CN1CCN(P(=O)(c2ccccc2)c2nc3ccccc3s2)CC1 (configuration not stated),1%[10 µM],-3%,8%,-21%,13%[38.3 µM],2%,5%
Cc1cc(OCCOc2cccc3cccnc23)c(C)cc1Cl,20%[10 µM],-13%,-10%,-26%,36%[activator][38.3 µM],-5%,2%
O=C(NC1CCCCCCC1)c1ccc2c(c1)OCO2,-5%[10 µM],-14%,-9%,5µM*,20%[38.3 µM],-9%,11%
Cn1c(N)c(S(=O)(=O)N2CCN(c3ccccc3)CC2)c(=O)n(C)c1=O,14%,-22%,/,-5%,-9%,-1%,18%
CC(=O)N(C(C)=O)c1cccc2c(N(C(C)=O)C(C)=O)cccc12,-3%,-27%,-4%,4%,16%[38.3 µM],1%,3%
S=C1NCN(Cc2cccnc2)CN1Cc1ccccc1,0%[10 µM],-3%[9.22 µM],/,/,/,/,0%

Other records follow:
mol,HTT ATP protect,HttQ103 aggreg,LMNA splice mod,SMN2 splice enh,IMPase Li inh,Luc counter,CBFb-RUNX1 inh
O=C(NNC(=O)c1ccc[nH]1)Nc1cccc(C(F)(F)F)c1,19%[10 µM],5%[9.22 µM],-13%[46 µM],/,/,/,3%
CCS(=O)(=O)N1CCN(CC(=O)NC2CCCCC2)CC1,2%[10 µM],15%[9.22 µM],?,/,4%,-1%,5%
Cc1cccc(C)c1N1CCN(c2ccc3nnc(C(F)(F)F)n3n2)CC1,1%,11%,-5%,7%,27%[38.3 µM],-5%,1%
COc1ccc(C2SCCN2S(=O)(=O)c2ccc(F)cc2)cc1OC (configuration not stated),0%[10 µM],-9%,-27%,-32%[inhibitor],17%[38.3 µM],2%,4%
CC(C)CN(C(=O)CN1CCN(S(=O)(=O)c2ccccc2)CC1)c1c(N)n(CC(C)C)c(=O)[nH]c1=O,-13%[10 µM],26%,5%,?,-1%,1%,12%
COc1ccccc1S(=O)(=O)Cc1ccc(C(=O)NCc2cccs2)o1,-5%,10%,-1%,-12%,17%[38.3 µM],-3%,6%
COc1ccc2cc(CCN3C(=O)c4ccccc4C3=O)c(=O)[nH]c2c1,/,-2%,?,5%,?,0%,3%[2.36 µM]
Cc1ccc(NC(=O)/C=C/c2ccc([N+](=O)[O-])s2)cc1,36%[10 µM],?,?,47%,-1%,1%,-11%

(list continues)
mol,HTT ATP protect,HttQ103 aggreg,LMNA splice mod,SMN2 splice enh,IMPase Li inh,Luc counter,CBFb-RUNX1 inh
CCNc1cc2n(c(=O)n1)CCc1cc(OC)c(OC)cc1-2,-6%,25%,?,6%,1%[38.3 µM],6%,5%
COCCNC(=O)c1ccccc1-c1nc(-c2ccccc2Cl)no1,-43%[inhibitor],8%,-7%,12%,6%[38.3 µM],-5%,4%
NC(=O)C(C(=O)/C=C/c1ccc(Cl)cc1)=C1SCCS1,-10%[10 µM],-6%[9.22 µM],/,/,/,/,2%
COc1cc2c(cc1OC)C(c1cccs1)N(C(=O)c1ccncc1)CC2 (configuration not stated),-58%[inhibitor][10 µM],1%,/,8%,23%,-1%,15%
O=C(NC(=O)N1CCN(c2ccc([N+](=O)[O-])cn2)CC1)c1c(Cl)cccc1Cl,0%[10 µM],-10%[9.22 µM],/,/,/,/,22%

Source: PubChem BioAssay
